From PubChem
Hsp70 displacement: small molecules displacing fluorescent ligand from Hsp70 – biochemical, fluorescence polarization, primary screen (AID 583); displacement, % at 20 µM; hits with a dose series show IC50 in µM; Hsp70 fluorescence polarization probe displacement, mP; higher % means a stronger effect; actives 0.06% (n = 140,000); in the data active means displacement above about 50%;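 further: plate controls were vehicle for no effect and reference ligand for full effect; a part of the inactive calls stands beside numbers as strong as those of hits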
Rat MKP-3 inhibitors: MKP-3 phosphatase inhibitors, primary screen, biochemical, rat enzyme, in vitro (AID 425); recombinant MKP-3 phosphatase activity, fluorescence; higher % means a stronger effect; one-dose inhibition, % at 20 µM; IC50 in µM for titrated hits; actives 0.17% (n = 110,000); in the data active means inhibition above about 50%;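 further: plate controls were vehicle for no effect and reference inhibitor for full effect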
Active calls of the source: *; . = not tested or not shown; & = joins results of further samples.

Hsp70 displacement | Rat MKP-3 inhibitors | canonical_smiles
7.3% | 22.7% | C=CCN1C(=O)/C(=C\c2ccc(-c3cccc([N+](=O)[O-])c3)o2)C(=O)NC1=S
-10.5% | -8.3% | NC(=O)c1c(NC(=O)COC(=O)CSc2nnc(-c3ccc(Cl)cc3)o2)sc2c1CCC2
-2.0% | -7.1% | CCCCN(CCCC)S(=O)(=O)c1ccc(C(=O)Nc2nnc(COC)o2)cc1
-0.4% | -3.2% | O=C(NC(c1ccccc1)c1ccccc1)C(=O)c1c[nH]c2ccccc12
3.1% | 3.9% | CC1=NN(c2ccc(S(N)(=O)=O)cc2)C(=O)/C1=C\c1ccc(N(C)C)c(Br)c1
-4.6% | 6.9% | CCn1c2ccccc2n2cc(-c3ccc([N+](=O)[O-])cc3)nc12
-5.6% | . | O=C(CN1C(=O)CSC1=O)N1CCCCC1
-2.9% | . | COc1ccc(C(=O)Nc2ccc(CN3CCOCC3)cc2)cc1
2.8% | -8.5% | O=C(COc1ccc(Cl)cc1Cl)NC(=O)N1CCOCC1
0.3% | -6.3% | O=C(NCc1ccc2c(c1)OCO2)C1CCCN1C(=O)Nc1ccccc1 (centres undefined)
-5.2% | -6.4% | CCOCCCNC(=O)c1ccccc1Br
-1.8% | -3.1% | CCOC(=O)c1sc(NC(=O)CSc2nnc(-c3ccco3)o2)c(C(=O)OCC)c1C
2.8% | 3.4% | Cc1ccccc1C(=O)N/N=C/c1ccc(Sc2nnnn2-c2ccccc2)o1
0.3% | -9.6% | Cc1ccc(/C(O)=C2/C(=O)C(=O)N(CCN3CCOCC3)C2c2cccnc2)cc1 (centres undefined)
2.4% | -7.1% | O=C(CSC1=NC(=O)C(Cc2ccccc2)C(=O)N1)NC1CCCCC1 (centres undefined)
5.9% | -0.1% | CCOC(=O)C(C)Sc1nnc(Cc2cc(=O)[nH]c(=O)[nH]2)n1-c1ccc(OCC)cc1 (centres undefined)
0.4% | -1.1% | CCOCCCNS(=O)(=O)c1ccc(Br)cc1
3.8% | -6.3% | CCCC1(CCC)NC(=O)NC1=O
2.0% | 7.6% | C#CCn1cc(/C=C2\C(=O)NC(=O)N(c3ccc(Br)c(C)c3)C2=O)c2ccccc21
-0.9% | 4.2% | C=CCN1C(=O)/C(=C\c2ccc(OCc3ccccc3F)c(OC)c2)C(=O)NC1=S
. | -10.8% | CCCCOc1ccc(C(=O)Oc2ccc(C)nc2)cc1
. | 3.3% | O=C1c2ccc3c4c(ccc(c24)C(=O)N1Cc1ccco1)CC3
7.0% | -6.5% | O=C1NC(c2cccs2)Nc2ccccc21 (centres undefined)
-3.1% | 2.4% | Cc1ccccc1OCc1nc(-c2cccnc2)no1
9.4% | 1.6% | Cc1ccc(C(=O)CCC2CCCC2=O)cc1 (centres undefined)
1.9% | -5.5% | COc1cccc(NC(=O)C2CCN(c3ncccn3)CC2)c1
. | 0.3% | CCOC(=O)c1ccc(Oc2nc(NC(C)(C)C)nc(N(C)C)n2)cc1
0.5% | -1.6% | Cc1ccc2cc(C3CC(c4ccc(Br)cc4)=NN3C(=O)CCC(=O)O)c(=O)[nH]c2c1 (centres undefined)
-6.8% | -5.4% | COc1cccc(NC(=O)c2cn(C)c(=O)c3cc(OC)c(OC)cc23)c1
15.1%&-0.4% | -7.5%&-0.5% | COc1ccc2c3c(cccc13)OCC2=O
-2.8% | . | Cc1nn(C(=O)c2c([N+](=O)[O-])cnn2C)c(C)c1Cl
5.7% | -2.3% | N/C(=N\S(=O)(=O)c1cccs1)c1ccccc1
-2.9% | -2.0% | CC(Sc1nnnn1C)C(=O)Nc1ccccc1-c1ccccc1 (centres undefined)
0.1% | -7.3% | N#Cc1c(SCC(=O)N2CCOCC2)nsc1SCC(=O)N1CCOCC1
0.8% | -0.4% | O=C1C2C(C(=O)N1/N=C/c1cccc(Cl)c1)C1C=CC2C12CC2 (centres undefined)
3.1%&-4.7% | -1.4% | Cc1ccc(N=C2NC(=O)CS2)cc1
-3.4% | -7.7% | Cc1nc2sc(C(c3ccccc3)N3CCN(C)CC3)c(O)n2n1 (centres undefined)
-1.3% | 4.1% | COC(=O)c1ccc(C(=O)Nc2cc(Cl)ccc2Cl)cc1N=NC1=C(O)CC(C)(C)CC1=O
4.0% | -3.8% | COc1cccc(NC(=O)c2ccc(C)c([N+](=O)[O-])c2)c1
-4.5% | -0.7% | CCOC(=O)c1c(NC(=O)c2ccccc2OC)sc(C(=O)N2CCCCC2)c1C
-2.3% | -3.7% | Cc1nc2ccc(NC(=O)N3CCSCC3)cc2s1
-0.1% | -2.8% | CCN1CCN(/C=N/c2nc3c(s2)CCCC3)CC1
-2.6% | . | CS(=O)(=O)N(CC(=O)N1CCc2ccccc2C1)Cc1ccc(Cl)cc1
-1.6% | 3.2% | O=C(COc1ccccc1Cl)Nc1c[nH]c(=O)[nH]c1=O
-0.2% | -0.8% | CCCCc1nc(NCCN2CCOCC2)c(C#N)c2c1COC(C)(C)C2
-0.2% | . | CCN1C(=O)CSc2ccc(C(=O)NCc3ccccc3OC)cc21
1.3% | -7.4% | CCOC(=O)N1CCC(NC(=O)CS(=O)(=O)Cc2nc(-c3cccc(OC)c3)oc2C)CC1
-0.6% | -1.0% | CCOC(=O)c1ccccc1NC(=O)CN(c1ccc(C)c(Cl)c1)S(C)(=O)=O
7.5% | 0.0% | CC12CCC(=O)N1C(C(=O)OCC(=O)Nc1sccc1C#N)CS2 (centres undefined)
3.5% | -18.2% | Cc1nn(Cc2ccccc2)c(C)c1NC(=O)CSc1nnc(-c2cc(Cl)ccc2O)n1C
-1.7% | -12.4% | Cn1c(=O)c2c(nc(CN3CCN(CCO)CC3)n2Cc2ccccc2Cl)n(C)c1=O
1.9% | -2.0% | Cc1ccc(CNC(=O)CCS(=O)(=O)c2cccc3nonc23)cc1
1.1% | . | Cc1c(C(=O)Nc2ccc3c(c2)OCO3)sc2nc(-c3ccccc3)cn12
1.6% | 2.5% | CCOCC(=O)Nc1ccc(S(=O)(=O)Nc2ncccn2)cc1
-1.0% | -5.8% | CCCCCn1ccc(=N)cc1
-2.3% | -2.8% | CC(=O)N1c2ccc(NC(=O)C(F)(F)F)cc2C(C)(c2ccccc2)CC1(C)C (centres undefined)
0.4% | -2.2% | CN(C)CC(Oc1ccc(F)cc1)C(=O)O (centres undefined)
-4.0% | 0.7% | O=C(NCc1ccccn1)C(=O)Nc1ccccc1F
4.0% | -3.4% | CCC1(C)CC(C(CCNCc2ccc(F)cc2)c2ccc(C)cc2)CCO1 (centres undefined)
3.3% | -2.0% | O=[N+]([O-])c1cccc(S(=O)(=O)NCc2ccccc2)c1

Of the compounds above, these have fluorine.
Hsp70 displacement | Rat MKP-3 inhibitors | canonical_smiles
-0.9% | 4.2% | C=CCN1C(=O)/C(=C\c2ccc(OCc3ccccc3F)c(OC)c2)C(=O)NC1=S
-2.3% | -2.8% | CC(=O)N1c2ccc(NC(=O)C(F)(F)F)cc2C(C)(c2ccccc2)CC1(C)C (centres undefined)
0.4% | -2.2% | CN(C)CC(Oc1ccc(F)cc1)C(=O)O (centres undefined)
-4.0% | 0.7% | O=C(NCc1ccccn1)C(=O)Nc1ccccc1F
4.0% | -3.4% | CCC1(C)CC(C(CCNCc2ccc(F)cc2)c2ccc(C)cc2)CCO1 (centres undefined)

Remaining list, next part:
Hsp70 displacement | Rat MKP-3 inhibitors | canonical_smiles
-4.3% | 7.6% | O=C(NC(=S)Nc1ccc2oc(-c3ccccc3)nc2c1)c1ccccc1Cl
-2.1% | 0.4% | COc1ccc2c(c1OC)C(=O)N1c3cccc(Cl)c3C(=O)OC21 (centres undefined)
0.7% | -2.5% | O=C(CC1CCCCC1)NCCCN1CCOCC1
7.9% | -2.1% | COC(=O)c1ccccc1NC(=O)c1ccccc1[N+](=O)[O-]
2.3% | . | CN1CCN(C(=O)c2ccc3c(=O)n4c(nc3c2)CCCCC4)CC1
0.7% | -1.6% | COC(=O)c1cc(C(=O)Nc2ncccc2C)cc([N+](=O)[O-])c1
-1.7% | -3.0% | COc1cccc2cc(C(=O)N3CCc4ccccc43)c(=O)oc12
0.5% | -3.2% | COc1ccc(C2C(C(N)=O)=C(C)Nc3nc(-c4ccccc4)nn32)cc1OC (centres undefined)
-2.3% | 2.2% | CCOC(=O)c1cnc2cc(OC)ccc2c1Cl
0.0% | -2.6% | COc1ccc(NC2C=CS(=O)(=O)C2)c(OC)c1 (centres undefined)
-3.3% | 8.7% | COc1ccc(OCCSc2nnc(-c3ccccc3)n2N)cc1
9.1% | 8.2% | CCN(CC)C(=O)c1c[nH]c2ccc(S(=O)(=O)Nc3cc(C)cc(C)c3)cc2c1=O
3.5% | . | Cc1ccc(CSc2nnc(-c3ccncc3)n2C)cc1
1.5% | -14.4% | O=S(=O)(NCc1cccs1)c1cccc2cccnc12
5.8% | 0.8% | CC1(C)CC(=O)CC(c2ccccc2)(C(F)(F)F)O1 (centres undefined)
-1.5% | -1.4% | Cc1[nH]oc(=O)c1N=Nc1ccc([N+](=O)[O-])cc1
0.8% | 3.4% | COc1ccccc1NC(=O)CSc1nc2ccccc2c(=O)n1CCNC(C)=O
-2.9% | 5.1% | CCOC(=O)C(C#N)C1(c2ccc(F)cc2)CCOC(C)(CC)C1 (centres undefined)
3.8% | 0.5% | O=C1Nc2ccccc2C1=Nc1ccc(Br)cc1
1.0% | -1.8% | Cc1noc(C)c1CSc1nnc(-c2ccccc2)n1Cc1ccco1
6.7% | -6.8% | COc1cc(C(=O)Nc2ccc3c(c2)OCO3)ccc1-n1cnnn1
1.9% | 0.3% | CCCCN(C)Cn1[nH]c(=O)ccc1=O
-1.2% | 3.6% | CN1C(=O)/C(=N/OC(=O)c2ccc(Cl)cc2Cl)c2ccccc21
-2.8% | 2.3% | CC1CN(C)C(C)C/C1=N/OC(=O)COc1ccc(Cl)cc1 (centres undefined)
-12.0% | 0.0% | C=CCN1C(=O)/C(=C\c2cn(Cc3ccccc3F)c3ccccc23)SC1=S
2.9% | 0.3% | Fc1ccc(C=NN2CCN(Cc3ccccc3)CC2)cc1
2.0% | 11.8% | CC12/C(=N/O)C3C4CC5C3/C(=N/O)C1C5C42 (centres undefined)
14.8% | . | CCCc1nnc(NC(=O)Cn2c(=O)oc3ccccc32)s1
3.4% | 6.3% | O=C(CC(C(=O)N1CCc2ccccc21)n1ccnc1)N1CCc2ccccc2C1 (centres undefined)
1.2% | 0.0% | Cc1ccc(N2NC(=O)/C(=C\c3ccc(Br)cc3)C2=O)cc1
7.6% | -4.0% | CCc1ccc(OCc2ccc(C(=O)NCc3ccccn3)o2)cc1
4.7% | 0.4% | CC(C)c1ccc(/C=C/C(=O)Nc2ccc(C(N)=O)cc2)cc1
1.2% | -16.1% | CC1CCc2c(nc3ncnn3c2N2CCN(c3ccccc3F)CC2)C1 (centres undefined)
4.2% | -0.1% | CCN(CC)CCN1C(=O)C(=O)/C(=C(/O)c2ccc(C)cc2)C1c1cccnc1 (centres undefined)
0.0% | 3.2% | CC(C)(C)c1ccc(OCC(=O)N2CCC(Cc3ccccc3)CC2)cc1
0.8% | 4.1% | Cc1ccc(C(=O)N/C(=C/c2ccccc2F)C(=O)NN)cc1
5.1% | . | O=C(c1ccccc1)N1CCC(O)(c2ccc3c(c2)OCO3)CC1
-2.2% | 5.2% | COc1ccc(/C=C2\NC(=S)N(c3ccccc3)C2=O)cc1OC
4.6% | 3.6% | CCOC(=O)c1c[nH]n(-c2nc(-c3ccccc3)cs2)c1=O
3.1% | 3.4% | COc1cc(C(=O)Nc2ccc(Cc3ccncc3)cc2)cc(OC)c1OC
-4.5% | -0.6% | COc1cccc(-c2nnn(CCC(=O)O)n2)c1
-6.2% | -3.1% | c1cc2nncn2nc1N1CCCC1
-1.6% | 3.3% | O=C(c1ccc(F)cc1)N1CCN(c2ccc(Cl)cc2[N+](=O)[O-])CC1
0.6% | -4.9% | Cc1[nH][nH]c(=O)c1C(c1ccccc1F)C(C#N)C#N (centres undefined)
-0.2% | 2.7% | Cc1c(Cl)cccc1NC(=O)c1cc2nc(-c3cccs3)cc(C(F)(F)F)n2n1
-5.2% | -1.6% | Cc1ccc(/C=C2\C(=O)NC(=O)N(Cc3ccccc3)C2=O)o1
1.2% | . | CCOc1ccc(C(=S)N2CCCC2)cc1
0.9% | . | COc1ccc(Nc2cc(C(=O)NCCCN3CCOCC3)c3ccccc3n2)c(OC)c1

At a glance, some entries already given:
Hsp70 displacement | Rat MKP-3 inhibitors | canonical_smiles
-5.2% | -1.6% | Cc1ccc(/C=C2\C(=O)NC(=O)N(Cc3ccccc3)C2=O)o1
1.2% | . | CCOc1ccc(C(=S)N2CCCC2)cc1
0.9% | . | COc1ccc(Nc2cc(C(=O)NCCCN3CCOCC3)c3ccccc3n2)c(OC)c1

Going on with the list.
Hsp70 displacement | Rat MKP-3 inhibitors | canonical_smiles
4.0% | 7.4% | COCCNC(=O)c1ccc2ccccc2n1
-1.0% | -2.5% | Cc1ccc(SCc2nc(-c3ccccc3)no2)cc1
. | -6.6% | CCOC1OC2C(CO)OC(n3cnc4c(N)ncnc43)C2O1 (centres undefined)
-1.5% | -14.9% | CCCOc1ccc([C@@H]2C3CN(C(=O)OCC)CC=C3C(C#N)=C(N)C2(C#N)C#N)cc1OC (some centres undefined)
0.4% | . | COc1ccc(-c2nnn(CC(=O)NCc3cccs3)n2)cc1OC
-2.0% | . | Cc1nn(-c2ccccc2)c2c1C1(C(=O)N3c4c(cccc41)C(C)CC3(C)C)C(C#N)=C(N)O2 (centres undefined)
2.7% | -3.0% | CC(C)COc1cccc(C(=O)Nc2ccc(S(=O)(=O)N3CCOCC3)cc2)c1
2.2% | -6.0% | COc1ccc(OC)c(C2C(C(=O)c3cccs3)=C(O)C(=O)N2CCN(C)C)c1 (centres undefined)
2.8% | 3.5% | CCOc1cccc(C2Nc3ccccc3NC3=C2C(=O)CC(c2ccc(OC)cc2)C3)c1 (centres undefined)

Compound profiles (already shown). Values in the order: Hsp70 displacement	Rat MKP-3 inhibitors
Results for CCOC1OC2C(CO)OC(n3cnc4c(N)ncnc43)C2O1 (centres undefined) → .	-6.6%
Results for CC(C)COc1cccc(C(=O)Nc2ccc(S(=O)(=O)N3CCOCC3)cc2)c1 → 2.7%	-3.0%

This is a subset; the hit share may differ from the screen's.
